Compound activity from PubChem.
MrgX1 allo act – human MrgX1 positive allosteric modulation, primary screen; Q96LB2; MrgX1-HEK293, Fluo-4 calcium flux, FDSS; active compounds read high; 310,000 tested, 0.63% active; B-score at 10 µM; AID 588675;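 active means plate-corrected calcium response at least 3 library SD above typical, normal starting fluorescence, not activating the receptor alone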;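 further: compound read alongside a low EC10 to EC30 dose of BAM8-22 agonist; peak minus trough fluorescence over baseline measured at the second addition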
Target sequence (Q96LB2 whole entry, looked up): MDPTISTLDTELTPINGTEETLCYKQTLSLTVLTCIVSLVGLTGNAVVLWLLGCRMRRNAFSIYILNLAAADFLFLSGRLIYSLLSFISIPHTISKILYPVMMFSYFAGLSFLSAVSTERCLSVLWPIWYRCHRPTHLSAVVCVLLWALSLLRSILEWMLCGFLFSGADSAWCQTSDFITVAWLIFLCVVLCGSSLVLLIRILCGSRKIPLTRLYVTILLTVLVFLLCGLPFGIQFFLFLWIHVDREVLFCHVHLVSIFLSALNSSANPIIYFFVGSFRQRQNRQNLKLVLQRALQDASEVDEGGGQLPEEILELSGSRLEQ
MrgX1 antagonist – blocks BAM8-22 activation of human MrgX1 receptor | 310,000 tested, 1.3% active | MRGX1-HEK293 calcium flux, Fluo-4, BAM8-22 antagonism; active compounds read low | Q96LB2 | B-score at 10 µM;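 active means calcium-response B-score plate-corrected more than 3 library SD below zero, starting fluorescence within 5 deviations, no agonist response on first addition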;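 further: peak minus trough fluorescence over baseline after final BAM8-22 challenge near maximal dose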
ANO1 activ – mouse TMEM16A channel activation, primary screen; 340,000 tested, 0.3% active; B-score at 10 µM; AID 623877; HEK293 TMEM16A/YFP-H148Q/I152L, iodide quench fluorescence; active compounds read low;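 active means fluorescence-ratio B-score plate-corrected deviation score at least 3 library SD below zero, with starting fluorescence score within 5 deviations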;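 further: channel opened by trigger with iodide after compound preincubation; score built on the fluorescence ratio of max minus min over baseline; more negative score means more quench and so TMEM16A activation or potentiation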
RGS4 inh – human RGS4 inhibition | HEK293 M3R/RGS4 inducible, Fluo-4 calcium flux; active compounds read high; triggered by carbachol at its EC20 | B-score at 10 µM | 310,000 tested, 0.45% active;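 active means B-score, a plate-corrected calcium signal, over three deviations above library mean, with baseline fluorescence within five deviations of library mean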;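 further: RGS4 expression induced by doxycycline in cells with stable M3 receptor; B-score is computed from the integrated fluorescence ratio over baseline after carbachol; higher B-score means a larger calcium signal and so more RGS4 inhibition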
Target sequence (P49798 whole entry, looked up): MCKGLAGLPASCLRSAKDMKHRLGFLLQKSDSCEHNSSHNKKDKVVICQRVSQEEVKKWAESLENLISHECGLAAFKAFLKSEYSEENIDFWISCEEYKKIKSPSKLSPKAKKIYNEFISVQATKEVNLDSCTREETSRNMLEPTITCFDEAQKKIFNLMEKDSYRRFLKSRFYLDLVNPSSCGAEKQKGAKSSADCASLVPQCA
SKKanGAS inh – SKKanGAS growth inhibition. S. pyogenes SKKanGAS, kanamycin growth, BacTiter-Glo, 6 h. inhibition, % at 7.5 µM. 300,000 tested, 1.3% active. AID 1662;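 active means mean replicate score, as percent of positive control median, at least 50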;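 further: strain carries kanamycin resistance gene driven by streptokinase promoter and grows in 40 µg/ml kanamycin; loss of luminescence reflects streptokinase promoter inhibition or plain growth inhibition; 0% = median of DMSO wells and 100% = positive control at its reference dose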
RGS4 pot – RGS4 potentiation or activation. B-score at 10 µM. 310,000 tested, 0.92% active. HEK293 M3R/inducible RGS4, carbachol calcium flux Fluo4; active compounds read low;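 active means B-score of the integrated calcium signal more than 4 SD below the library mean, with starting fluorescence not abnormally high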;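 further: negative B-score means reduced calcium response which marks RGS4 activation or potentiation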
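Material: M3R-expressing HEK293 line, RGS4 induced by doxycycline | Schedule: Overnight RGS4 induction, 30 min dye load 37 °C, 20 min compound RT | Measured by: Fluo4 fluorescence kinetic imaging of calcium | Read-out: Integrated calcium ratio converted to B score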
TRPC6 inh – inhibitors of mouse TRPC6 channel; HEK293-TRPC6, membrane potential dye, ACh-evoked depolarization; active compounds read low; B-score at 10 µM; 310,000 tested, 1.1% active; AID 2553;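 active means B-score under library mean minus 3 SD, initial fluorescence not abnormally high, positive integrated signal ratio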;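 further: B-score derived from integrated fluorescence ratio over the kinetic read; more negative B-score means stronger inhibition of depolarization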
TMEM16A inh – inhibitors of mouse TMEM16A calcium-activated chloride channel; HEK293 TMEM16A/YFP iodide influx fluorescence, ionomycin; 310,000 tested, 1.2% active; Q8BHY3; normalized B-score (activity score, 25-100; higher = stronger inhibition) at 10 µM;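 active means ratio plate-corrected score three or more library SD toward inhibition, starting fluorescence score within five deviations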;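 further: score derived from kinetic fluorescence span divided by baseline fluorescence per well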
HDAC3 inh – human HDAC3 inhibition; O15379; recombinant HDAC3, fluorogenic peptide/trypsin coupled, fluorescence; inhibition, % at 8.3 µM; 320,000 tested, 0.15% active; AID 2718; in the data active means inhibition above about 26%, passing the limit was not always enough
Target sequence (O15379 whole entry, looked up): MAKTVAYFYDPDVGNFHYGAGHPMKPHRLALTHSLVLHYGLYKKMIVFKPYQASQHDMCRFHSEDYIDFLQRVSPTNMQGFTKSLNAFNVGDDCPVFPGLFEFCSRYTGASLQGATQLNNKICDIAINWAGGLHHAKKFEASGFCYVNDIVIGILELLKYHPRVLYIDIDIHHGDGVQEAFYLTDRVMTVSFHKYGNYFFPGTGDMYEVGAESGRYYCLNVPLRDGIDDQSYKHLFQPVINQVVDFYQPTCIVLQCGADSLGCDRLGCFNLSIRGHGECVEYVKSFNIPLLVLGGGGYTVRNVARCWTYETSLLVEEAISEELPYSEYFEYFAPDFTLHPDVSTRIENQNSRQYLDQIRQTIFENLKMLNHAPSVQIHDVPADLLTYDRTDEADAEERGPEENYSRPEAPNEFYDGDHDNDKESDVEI
TRPC6 act – activators of mouse TRPC6 channel | Q61143 | HEK293-TRPC6 membrane potential dye fluorescence; active compounds read high | B-score at 10 µM | 310,000 tested, 0.13% active;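 active means B-score of the integrated fluorescence ratio above library mean plus 3 SD, and starting fluorescence ratio within library mean plus 5 SD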;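 further: higher score means more depolarization so channel activation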
MrgX1 ag – agonists of human MrgX1 receptor; Q96LB2; 310,000 tested, 0.44% active; B-score at 10 µM; AID 588627; MrgX1-HEK293 cells, Fluo-4 calcium fluorescence, agonist mode; active compounds read high;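 active means calcium response B-score plate-corrected fluorescence ratio at least 3 library SD, with starting fluorescence B-score inside 5 SD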
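Material – MrgX1-expressing HEK293 cells · Input – 15,000 cells seeded per well · Dosing – compound as first of three additions · Times – overnight seeding, then 1 h dark dye loading · Measured by – kinetic Fluo-4 NW fluorescence of intracellular calcium · Read-out – B-scored fluorescence response ratio · Benchmarks – positive and negative control wells on each plate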
Numbers without * were called inactive; i = inactive; . = no result given.

Order of results: MrgX1 allo act, MrgX1 antagonist, ANO1 activ, RGS4 inh, SKKanGAS inh, RGS4 pot, TRPC6 inh, TMEM16A inh, HDAC3 inh, TRPC6 act, MrgX1 ag
COCCN(CCOC)C(=O)c1ccc(NS(=O)(=O)c2ccc3[nH]c(=O)[nH]c3c2)cc1
  i, i, i, i, 2, i, i, i, -3, i, i
O=C(C1CC(=O)N(c2ccc(F)cc2)C1)N1CCOCC1 (stereo unspecified)
  i, i, i, i, 0, i, i, i, 1, i, i
CN(C(=O)CS(=O)(=O)Cc1ccccc1Cl)c1ccccc1
  i, i, i, i, -1, i, i, i, -8, i, i
CCOc1ccc(NC(=O)C2CCCN(S(C)(=O)=O)C2)cc1 (stereo unspecified)
  i, i, i, i, -8, i, i, i, -4, i, i
COc1ccc(OC)c(-c2cc(C(=O)NCc3ccco3)no2)c1
  i, i, i, i, -16, i, i, i, -2, i, i
CCCCn1c(N)c(N(CC(C)C)C(=O)C2CCN(S(=O)(=O)c3ccc(Cl)cc3)CC2)c(=O)[nH]c1=O
  i, i, i, i, 0, i, i, i, 2, i, i
CCCCn1c(N)c(N(CCOC)C(=O)C2CCN(C(=O)c3ccccc3C)CC2)c(=O)[nH]c1=O
  i, i, i, i, -13, i, i, i, 4, i, i
Cc1cc(C)c(NC(=O)CSc2ccc3nnc(CCNC(=O)c4ccccc4)n3n2)c(C)c1
  i, i, i, i, -8, i, i, i, -4, i, i
COc1ccc(N2CCN(C(=O)c3ccc(-c4ccccc4)cc3)CC2)cc1
  i, i, i, i, -6, i, i, i, 4, i, i
CC(C)N(C)Cc1nnnn1CC(=O)NCc1cc(F)cc(C(F)(F)F)c1
  i, i, i, i, 5, i, i, i, 4, i, i
CC(C)N(CCC(=O)c1ccc2ccccc2c1)Cc1ccccc1
  i, i, i, ., ., ., ., i, 1, ., 39*
COc1ccc(NC(=O)C2CCCN2S(=O)(=O)c2cccc3nsnc23)c(OC)c1 (stereo unspecified)
  i, i, i, i, 1, i, i, i, 2, i, i
COc1ccccc1N1CCN(/N=C/C=C/c2ccccc2[N+](=O)[O-])CC1
  i, i, i, i, 13, i, i, i, -4, i, i
COc1ccc(N2CCN(CC(O)COc3ccc(C)cc3C)CC2)cc1 (stereo unspecified)
  i, i, i, i, -2, i, i, i, 0, i, i
Cn1c(SCC(=O)Nc2nc3c(s2)CCCC3)nnc1-c1ccccc1
  i, i, i, i, 4, i, i, i, 0, i, i
C/C(=N\NC(=O)c1c(Cl)c(C)nn1C)c1ccc(NC(=O)COc2ccc(Cl)cc2C)cc1
  i, i, i, i, 26, i, i, i, 13, i, i
COc1ccc(CCNC(=O)Cn2cnc3sc(C)c(-c4ccc(F)cc4)c3c2=O)cc1OC
  i, i, i, i, -12, i, i, i, 1, i, i
CC(C)(C)c1nnc(N/N=C/c2ccc(Br)cc2)n(N)c1=O
  i, i, i, i, 9, i, i, i, 3, i, i
CC(C)(C)c1ccc(C(=O)NCc2cccnc2)cc1
  i, i, i, i, -5, i, i, i, 3, i, i
O=C(NCCc1ccccc1)c1ccc2nc(-c3ccco3)c(-c3ccco3)nc2c1
  i, -7.9*, i, i, 13, i, i, i, 6, i, i
Cc1n[nH]c(=O)c2c1nnn2Cc1ccccc1Cl
  i, i, i, i, 0, i, i, i, 2, i, i
COc1ccc(CNc2cc(C)ccn2)cc1
  i, i, i, i, 1, i, i, i, -4, i, i
COC(=O)/C(=C\c1ccc([N+](=O)[O-])o1)NC(=O)c1ccccc1
  i, i, i, i, 3, i, i, i, -1, i, i
CCc1cc(C(=O)N2CCCC(C(=O)c3ccc(OC)c(F)c3)C2)n(C)n1 (stereo unspecified)
  i, i, i, i, -5, i, i, i, 2, i, i
CC1CCCCC1NC(=O)COC(=O)/C=C/c1ccc2c(c1)OCO2 (stereo unspecified)
  i, i, i, i, -8, i, i, i, -9, i, i
COc1ccc(NC(=S)NCCN2CCC(C)CC2)cc1Cl
  i, i, i, i, 16, i, i, i, -1, i, i
O=c1c(F)cn(C2CCCO2)c(=O)n1Cc1ccc(Cl)cc1 (stereo unspecified)
  i, i, i, i, -1, i, i, i, ., i, i
COc1ccc(S(=O)(=O)Nc2cc3c4c(c2)CC(=O)N4CCC3)cc1
  i, i, i, i, -1, i, i, i, 2, i, i
COc1ccc(S(=O)(=O)N(C)CC(=O)NCc2ccccc2)cc1OC
  i, i, i, i, -5, i, i, i, -2, i, i
CCN1C(=O)C(CC(=O)Nc2c(C)cccc2C)SC1=Nc1ccc(S(N)(=O)=O)cc1 (stereo unspecified)
  i, i, i, i, 1, i, i, i, 8, i, i
CN1CCN(NC(=O)NC2CCCCC2)CC1
  i, i, i, i, -4, i, i, i, 6, i, i
COc1ccc(NC(=O)c2ccc3c(c2)C(=O)N(CC2CCCO2)C3=O)c(OC)c1 (stereo unspecified)
  i, i, i, i, 2, i, i, i, 1, i, i
Cc1cc(=O)[nH]c2ccccc12
  i, i, i, i, -2, i, i, i, 0, i, i
Cc1ccc(-c2csc(=S)[nH]2)cc1
  i, i, i, i, 1, i, i, i, -2, i, i
CCCc1cc(C(=O)NCc2ccccc2)no1
  i, i, i, i, -1, i, i, 100*, 2, i, i
CCn1c(SCC(=O)NC2CCCC2)nnc1-c1ccccn1
  i, i, i, i, -6, i, i, i, -10, i, i
O=C(NCC1CCCN(Cc2cccc(OCCO)c2)C1)c1ccc(F)cc1 (stereo unspecified)
  i, i, i, i, -4, i, i, i, -12, i, i
COc1ccc(-n2c(=O)n(Cc3ccccc3)c(=O)c3[nH]cnc32)cc1
  i, i, i, i, -5, i, i, i, -15, i, i
N#Cc1c(N)nc2c3c(sc(=N)c2c1N)NC(=O)CC3c1c(F)cccc1Cl (stereo unspecified)
  i, i, i, i, 11, i, i, i, -8, i, i
COc1ccc(C(=O)Nc2nnc(-c3cccs3)s2)cc1
  i, i, i, i, 0, i, i, i, -1, i, i
COc1ccc(NC(=O)Cn2nnc(-c3ccccc3NC(=O)c3ccco3)n2)cc1
  i, i, i, i, 27, i, i, i, -13, i, i
COc1ccc(C(=O)CSc2nnc(CN3CCCCC3)n2-c2ccc(F)cc2)cc1
  i, i, i, i, -2, i, i, i, 3, i, i
CC1CCCN(C(=O)CN(C)S(=O)(=O)c2ccc3c(c2)c(=O)n(C)c(=O)n3C)C1 (stereo unspecified)
  i, i, i, i, -6, i, i, i, -2, i, i
O=C(N/N=C/c1cc(Br)cs1)c1c[nH]c2ccccc12
  i, i, i, i, 7, i, i, i, 7, i, i
O=C(CCN1C(=O)c2ccccc2C1=O)N1CCN(Cc2ccc(Cl)cc2Cl)CC1
  i, i, i, i, 2, i, i, i, -2, i, i
Cc1cc(C)c2[nH]c(=S)cc(C)c2c1
  i, i, i, i, 4, i, i, i, -1, i, i
O=S(=O)(c1ccccc1)N1CCN(C(=S)Nc2ccc(F)cc2)CC1
  i, i, i, i, 0, i, i, i, 4, i, i
CCOC(=O)C1(Cc2ccc(OC)cc2)CCN(C(=O)Cn2cnnn2)CC1
  i, i, i, i, -6, i, i, i, -4, i, i
COc1cc(NC(=O)c2cccc(NC3=NC4CS(=O)(=O)CC4S3)c2)cc(OC)c1OC (stereo unspecified)
  i, i, i, i, 2, i, i, i, -5, i, i
COC(=O)CC1C(=O)NCCN1C(=S)Nc1cc(C)cc(C)c1 (stereo unspecified)
  i, i, i, i, -2, i, i, i, -7, i, i
C=CCn1c(SCC(C)=O)nc2sc3c(c2c1=O)CCC3
  i, i, i, i, 15, i, i, i, 0, i, i
Cc1ccc(NC(=S)N(CCN2CCOCC2)Cc2cc3cc4c(cc3[nH]c2=O)OCO4)cc1
  i, i, i, i, -20, i, i, i, 0, i, i
C[C@@H](C(=O)N[C@@H](Cc1ccccc1)C(=O)O)n1nnc2ccccc2c1=O
  i, i, i, i, -3, i, i, i, 7, i, i
Cc1ccc(C)c(S(=O)(=O)N2C(=S)NC(=O)C2CC(C)C)c1 (stereo unspecified)
  i, i, i, i, 5, i, i, i, -12, i, i
N#Cc1ccsc1NC(=O)COC(=O)CCCSc1nc2ccccc2s1
  i, i, i, i, 1, i, i, i, 5, i, i
CC([NH2+][O-])C(C)(C)NO (stereo unspecified)
  i, i, i, i, -13, i, i, i, -14, i, i
O=S(=O)(Nc1ccc(N=Nc2ccccc2)cc1)c1ccccc1
  i, i, i, i, 3, i, i, i, 19, i, i
CC(C)n1c(SC2CCOC2=O)nc2ccccc21 (stereo unspecified)
  i, i, i, i, 0, i, i, i, 6, i, i
O=C(NCC(=O)N(CC1CCCO1)C(C(=O)NC1CCCCC1)c1ccccc1)c1cccs1 (stereo unspecified)
  i, i, i, i, -1, i, i, i, 0, i, i
CN(C)C(=O)c1ccc(NC(=O)COC(=O)CC23CC4CC(CC(Br)(C4)C2)C3)cc1
  i, i, i, i, -9, i, i, i, 5, i, i

(cont.)
Order of results: MrgX1 allo act, MrgX1 antagonist, ANO1 activ, RGS4 inh, SKKanGAS inh, RGS4 pot, TRPC6 inh, TMEM16A inh, HDAC3 inh, TRPC6 act, MrgX1 ag
CCCC(=O)NC1CCCc2c1cnn2-c1ccc(C)c(C)c1 (stereo unspecified)
  i, i, i, i, -5, i, i, i, 0, i, i
Cc1ccc(S(=O)(=O)N2CCCOC2CNC(=O)C(=O)NCCCn2ccnc2)cc1 (stereo unspecified)
  i, i, i, i, 0, i, i, i, -6, i, i
N#C/C(=C\c1ccc(Cl)cc1)c1n[nH]c(Cn2cncn2)n1
  i, i, i, i, 4, i, i, i, -10, i, i
c1ccc(-c2nc(NCc3cccs3)c3ccccc3n2)cc1
  i, i, i, i, 16, i, i, i, 17, i, i
CCOC(=O)c1ccc(CC2S/C(=C(\C#N)C(C)=O)NC2=O)cc1 (stereo unspecified)
  i, i, i, i, 16, i, i, i, 9, i, i
Cc1[nH]c(C)c(S(=O)(=O)N2CCC(C)CC2)c1C(=O)N1CCCC1
  i, i, i, i, 2, i, i, i, -6, i, i
O=C1CCc2cc(S(=O)(=O)N3CCC(C(=O)Nc4nccs4)CC3)ccc2N1
  i, i, i, i, -3, i, i, i, -3, i, i
NC(=O)c1ccc(NC(=O)COC(=O)C2(c3ccccc3F)CCCC2)cc1
  i, i, i, i, 9, i, i, i, 1, i, i

Hits appear at their usual frequency, and some 6.7% of all compounds hit somewhere here.
